# Screens deposited in PubChem by National Center for Advancing Translational Sciences (NCATS).
# AT treatment = potential ataxia-telangiectasia treatment. […] A-T fibroblasts, KAP-1 phosphorylation AlphaLISA; neocarzinostatin DNA damage 30 min before lysis. Potency, µM (titrated, usually from 57.5 µM), for the others: top-dose activation, most hits filed as activators. 0.19% of 320,000 active. AID 485349; note: potency is the fitted concentration of half-maximal effect; % of control where 0% means no effect; nearly all actives have a fitted effect of over 45% in size
#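 hTERT-immortalized A-T patient fibroblasts ([…]), 500 cells/well in OPTI-MEM, 1% FBS, got compounds for 60 min, then NCS for 30 min at 37C. Lysates were then assayed for phospho-KAP-1 by AlphaLISA (anti-pKAP1 donor, anti-KAP1 acceptor beads), 6 hr at 25C.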
# Integrin act MD = activators of alpha7 integrin expression for muscular dystrophy. alpha7betagal myoblasts, beta-gal FDG fluorescence, 48 h. Potency, µM (highest dose often 38.3 µM), for the others: at the highest dose activation, most hits filed as activators. 0.064% of 350,000 active. AID 624291;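 note: potency is the fitted concentration of half-maximal effect; 100% = response of the positive control SU9516; nearly all actives have a fitted effect of over 60% in size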
#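 alpha7betagal+/- myoblasts (passage 13, 250/well) treated 48 h at 37C with compounds at 1:260 dilution of DMSO stock. Lysed, then beta-galactosidase activity read as FDG fluorescence (ex 480/em 540) after 30 min, with pre-read for autofluorescence.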
# Mito fusion yeast = mitochondrial division inhibition or fusion activation | 0.23% of 320,000 active | S. cerevisiae fusion-defective mutant growth rescue, CellTiterGlo 48 h | Potency, µM (titrated, usually from 46.1 µM), for the others: at the highest dose growth rescue (activation), actives largely listed as activators;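 note: potency is the fitted concentration of half-maximal effect; % of control where 0% means no effect; nearly all actives have a fitted effect of over 45% in size; temperature-sensitive fusion mutants such as fzo1-1 at 37 °C on non-fermentable ethanol glycerol medium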
#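 S. cerevisiae fusion-defective temperature-sensitive mutants (e.g. fzo1-1, mgm1-5) grown 48 h at 37C in YPEG (ethanol/glycerol non-fermentable) medium with 23 nl compound per well; growth rescue read as CellTiterGlo luminescence.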
# TSG101-PTAP inh = blocks PTAP/TSG101 interaction to inhibit HIV-1 budding. 340,000 tested, under 10 active. Potency, µM (series often up to 115 µM), inactives show top-dose activity change, negative = inhibition, usual class: inhibitors. Q99816. AID 493005. Fluorescence polarization, FITC-PTAP peptide / Tsg101 binding; active = well fitted inhibition curve with a large enough effect in the main read-out, with a control signal flat, not every such curve was filed as active; inconclusive = small, poorly fitted or top-dose-only effect, or effect the other way, or a change in a side signal; inactive = no such curve, though single readings can be large or run the other way; note: potency is the fitted concentration of half-maximal effect; % of control where 0% means no effect
# Target sequence (Q99816 whole entry, looked up): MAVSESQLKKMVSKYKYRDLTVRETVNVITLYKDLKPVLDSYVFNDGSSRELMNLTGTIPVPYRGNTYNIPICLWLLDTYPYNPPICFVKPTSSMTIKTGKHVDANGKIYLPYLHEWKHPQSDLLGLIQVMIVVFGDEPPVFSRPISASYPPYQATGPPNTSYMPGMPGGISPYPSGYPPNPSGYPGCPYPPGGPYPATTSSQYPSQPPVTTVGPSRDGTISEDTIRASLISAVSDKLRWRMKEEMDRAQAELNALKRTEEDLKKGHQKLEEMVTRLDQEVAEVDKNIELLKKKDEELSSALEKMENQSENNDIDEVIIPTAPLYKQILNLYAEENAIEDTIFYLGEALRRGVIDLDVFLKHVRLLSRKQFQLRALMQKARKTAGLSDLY
#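 Compounds were pin-transferred onto Tsg101 binding domain (10 uM final) in HEPES pH 7.5 buffer, then FITC-PTAP peptide was added at 50 nM final. After 20 min at RT, polarization reported peptide displacement across a qHTS concentration series.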
# ASM inhibitor = human S-ASM enzyme inhibition. 0.006% of 340,000 active. Potency, µM (series often up to 57.5 µM), for the others: at the top dose activity change, negative = inhibition, usual class: inhibitors. AID 504937. P17405. placental ASM, HMU-PC fluorogenic substrate, 60 min; note: potency is the fitted concentration of half-maximal effect
#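 Steps: dispense placental human ASM, pin compound, wait 10 min at room temperature, add HMU-PC0 substrate at 9 uM final, incubate 60 min at 37 °C, add stop solution raising pH to 10, read fluorescence.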
# Menin-MLL TR inh = menin-MLL binding inhibition, Texas Red mutant peptide; O00255; Menin + Texas Red MLL mutant peptide, fluorescence polarization; Potency, µM (titrated, usually from 61.6 µM), for inactives: at the highest dose FP activity change, negative = inhibition, usual class: inhibitors; 0.23% of 270,000 active; AID 1768; active = well fitted inhibition curve with a large enough effect in the polarisation, with a control signal flat, not every such curve was filed as active; inconclusive = small, poorly fitted or top-dose-only effect, or effect the other way, or a change in a side signal; inactive = no such curve, though single readings can be large or run the other way; the % refers to the polarisation; note: potency is the fitted concentration of half-maximal effect; % of control where 0% means no effect; many of its hits are not listed in these tables
# Target sequence (O00255 whole entry, looked up): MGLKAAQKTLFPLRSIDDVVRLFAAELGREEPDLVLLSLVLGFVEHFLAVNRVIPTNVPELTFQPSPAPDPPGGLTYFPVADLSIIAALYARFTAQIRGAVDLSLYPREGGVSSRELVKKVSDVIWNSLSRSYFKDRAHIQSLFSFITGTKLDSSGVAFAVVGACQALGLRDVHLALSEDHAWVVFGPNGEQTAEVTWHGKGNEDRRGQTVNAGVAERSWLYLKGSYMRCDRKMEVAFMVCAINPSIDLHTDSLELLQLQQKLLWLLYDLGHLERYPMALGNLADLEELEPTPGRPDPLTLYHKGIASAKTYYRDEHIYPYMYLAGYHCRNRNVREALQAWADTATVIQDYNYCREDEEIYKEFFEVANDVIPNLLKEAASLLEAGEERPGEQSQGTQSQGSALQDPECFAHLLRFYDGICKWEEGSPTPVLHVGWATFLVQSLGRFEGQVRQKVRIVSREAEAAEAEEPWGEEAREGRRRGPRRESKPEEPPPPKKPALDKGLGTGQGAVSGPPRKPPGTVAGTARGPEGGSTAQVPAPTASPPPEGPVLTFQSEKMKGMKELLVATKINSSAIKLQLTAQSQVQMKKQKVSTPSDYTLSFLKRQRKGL
# TCR act = activates T cell receptor signaling | primary human leukocytes, anti-CD3, IL-2 HTRF, 48 h | AID 504894 | 330,000 tested, under 10 active | Potency, µM (doses to about 9.22 µM), inactives show at the top dose activation of IL-2 secretion, actives largely listed as activators; note: % of control where 0% means no effect
#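 Using a-CD3 beads without co-stimulation, primary human leukocytes were exposed to compounds for 48 hr. An HTRF IL-2 kit measured the cytokine, with europium-to-d2 energy transfer producing emission at 665nm upon 320nm excitation.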
# MBNL1 CUG block = MBNL1-poly(CUG) RNA binding inhibition | TR-FRET MBNL1-His/biotin-(CUG)12 binding, 665/545 ratio | Potency, µM (series often up to 57.5 µM), inactives show at the highest dose activity change, negative = inhibition, usual class: inhibitors | 0.036% of 280,000 active | AID 2675; active = well fitted inhibition curve with a large enough effect in the signal ratio, with a control signal flat, not every such curve was filed as active; inconclusive = small, poorly fitted or top-dose-only effect, or effect the other way, or a change in a side signal; inactive = no such curve, though single readings can be large or run the other way; the % refers to the signal ratio; note: potency is the fitted concentration of half-maximal effect; % is set by controls: 0 for no effect and ±100 for the full control effect
#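 His-tagged MBNL1 binding to biotinylated (CUG)12 RNA was measured by TR-FRET using terbium anti-His antibody (0.055 ng/ul final) and streptavidin-XL665 (5 nM final). Compounds were titrated 92 nM to 58 uM; 60 min at room temperature.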
# TSHR antagonist = antagonists of human thyroid stimulating hormone receptor; activity change, negative = inhibition, % at 11.5 µM; 0.2% of 330,000 active; P16473; TSHR-expressing cells, TSH-stimulated cAMP HTRF, 2 h; active compounds read low;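 active = activity change below a set negative limit, meaning inhibition stronger than a set level, cut at about -70% in these data; inconclusive = activity change between two set negative limits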; note: % is set by controls: 0 for no effect and ±100 for the full control effect
#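 Competitive HTRF cAMP read-out (cryptate anti-cAMP antibody, cAMP-d2; 30 min, room temperature) in freshly harvested TSHR cells. Compounds added before TSH at EC80 (4nM final), followed by 2 hours' incubation at 37 deg C.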
# MLL CXXC-DNA inh = blocks binding of human MLL CXXC domain to DNA | Q03164 | AID 2662 | 0.037% of 290,000 active | MLL-CXXC / FITC-HOXA9 DNA fluorescence polarization | Potency, µM (top dose mostly 115 µM), for inactives: at the top dose activity change, negative = inhibition, hits mostly inhibitors; active = well fitted inhibition curve with a large enough effect in the polarisation, with a control signal flat, not every such curve was filed as active; inconclusive = small, poorly fitted or top-dose-only effect, or effect the other way, or a change in a side signal; inactive = no such curve, though single readings can be large or run the other way; the % refers to the polarisation; note: potency is the fitted concentration of half-maximal effect
#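 Purified MLL-CXXC (added from a 7 uM solution) was preincubated 5 min at ambient with pinned compounds in 50 mM Tris-HCl pH 7.5, 50 mM NaCl, 1 mM DTT, 0.05% BSA. Fluorescein-labeled HOX-A9 DNA (50 nM solution) followed, 30 min, then polarization read.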
# Starred values were filed as active, the others as inactive; ? = inconclusive; / = not tested or not shown; [ ] = another dose, or the depositor's remark. Unless noted, calls come from the whole dose curve; as a rule, active = well fitted curve in the direction sought with a large enough effect; inconclusive = small, poorly fitted or top-dose-only effect, or another doubt; inactive = no such curve, though single readings can be large; an effect the other way counts as inactive or inconclusive.
# Every second line gives: AT treatment	Integrin act MD	Mito fusion yeast	TSG101-PTAP inh	ASM inhibitor	Menin-MLL TR inh	TCR act	MBNL1 CUG block	TSHR antagonist	MLL CXXC-DNA inh
Cn1c(N)c(C(=O)COC(=O)CCC2CCCCC2)c(=O)n(C)c1=O
  7%	-6%	-8%	-4%	-6%	-3%	6%	/	14	1%
CCOc1ccc(C(=O)Nc2ccc(S(=O)(=O)N3C[C@@H]4C[C@@H](C3)c3cccc(=O)n3C4)cc2)cc1
  -2%	/	-2%	-1%	-2%	/	55%	/	4	/
CCOC(=O)N1CCN(Cc2nc(Cc3cccc(C(F)(F)F)c3)no2)CC1
  -5%	12%	-2%	-8%	0%	?	-11%	?	1	-3%
CCn1nc(C(=O)Nc2nc(-c3ccccn3)cs2)c2ccccc2c1=O
  -1%	-5%	7%	-4%	-12%	/	/	/	-26	/
Cc1ccc(-c2ccc(/C=N\n3cnnc3)o2)c(Br)c1
  -2%	-19%	-18%	-3%	-3%	3%	8%	?	-5	4%
Cc1ccc(-c2cc(C(F)F)n3ncc(C(=O)N4CCN(c5ccccn5)CC4)c3n2)cc1
  -12%	-4%	?	-3%	5%	?	-3%	16%	-2	8%
CS(=O)(=O)C1=NSC2=NC(=O)/C(=C\c3ccc(-c4ccccc4)o3)C(=N)N21
  0%	/	-2%	/	/	?	2%[46.1 µM]	-3%	-31	-1%
CN(C)c1ccc(N=Cc2cccn2C)cc1
  -4%	-55%[inhibitor]	-17%	-7%	1%	?	10%	?	-10	2%
CCc1c(O)cc(=O)n(-c2ccccc2)c1-c1ccccc1
  -2%	20%	-4%	-1%	3%	-11%	2%[46.1 µM]	/	1	-2%
O=C(Cn1ccc(=O)[nH]c1=O)NCCO
  1%	-5%	-1%	-3%	0%	12%	0%	-2%	8	-7%
O=C(NCCN1C(=O)S/C(=C/c2cccnc2)C1=O)c1cccs1
  4%	-23%	-1%	0%	2%	/	0%	/	7	/
Nc1c(-c2ccccc2)nc(Cl)nc1-c1ccccc1
  3%	33%	-3%	-2%	/	14%	2%	?	5	8%
COc1ccccc1N1CCN(C(=O)c2ccc3c(c2)CCN3S(C)(=O)=O)CC1
  10%	-15%	4%	-5%	-1%	/	4%	-1%	-4	-2%
Cc1ccc2cc(CN(CC(C)C)C(=O)C3CCCO3)c(=O)[nH]c2c1 (configuration not stated)
  1%	10%[7.66 µM]	1%	3%	2%	-19%	5%	-6%	-4	3%
O=C(NCC(c1ccco1)N1CCc2ccccc21)c1cccc([N+](=O)[O-])c1 (configuration not stated)
  0%	-3%	15%	-6%	-2%	/	0%	/	-11	/
CSc1cccc(N2C(=O)C3CCCN3C2=S)c1 (configuration not stated)
  -23%	-50%[inhibitor]	-5%	0%	-2%	15%	0%	3%	4	10%
O=C(Nc1ccc2oc(-c3cccnc3)nc2c1)c1ccc(Br)o1
  4%	22%	-3%	-4%	1%	4%	7%	16%	-1	2%
COc1ccccc1NC(=O)CSc1nc2ccccc2c(=O)n1CC1CCCO1 (configuration not stated)
  13%	-8%	12%	1%	-6%	-3%	0%	-5%	5	38%[activator]
Cc1ccc(CNC(=S)Nc2cc(C)ccc2OC(F)F)cc1
  7%	-7%	3%	-1%	-1%	-4%	1%	-5%	-3	0%
CCOC(=O)/C(C#N)=C/Nc1cc(F)ccc1C
  -7%	24%	10%	-4%	-1%	/	-4%	-8%	-3	2%
O=C(CN1C(=O)NC2(CCCC2)C1=O)N1CCN(S(=O)(=O)c2ccccc2Br)CC1
  23%	0%	1%	1%	-1%	3%	6%	9%	-6	-6%
Cc1noc(C)c1COc1ccc(C(=O)OCC(=O)NCc2ccccc2Cl)cc1
  19%	-23%	6%	0%	-1%	4%	-1%[46.1 µM]	-8%	-9	2%
CC(=O)Nc1ccc(NC(=O)C2CCCN(S(=O)(=O)c3ccc(-n4cnnn4)cc3)C2)cc1 (configuration not stated)
  3%	13%	-2%	-19%	-6%	17%	0%	-4%	-5	2%
O=C(CSc1nc(-c2ccco2)cc(C(F)(F)F)n1)Nc1ccc(C(=O)N2CCCCC2)cc1
  -10%	0%	-5%	-3%	-4%	1%[11.7 µM]	1%	2%	-24	-12%
O=C(N/N=C/c1cccs1)c1cccnc1
  4%	-27%	0%	1%	2%	/	10%	13%	-1	-8%
O=C(O)C1C2C=CC3(O2)C1C(=O)N1c2ccccc2C2OCCC2C13 (configuration not stated)
  /	6%	-4%	-1%	-2%	0%	0%	-3%	/	-1%
CC(C)NC(=O)c1nc2c(nnn2Cc2cccc(Cl)c2)c(=O)[nH]1
  0%	36%	2%	-11%	5%	-2%	-5%	-5%	-1	-16%
CCS(=O)(=O)N1Cc2ccccc2CC1C(=O)Nc1nnc(SCc2ccc(C#N)cc2)s1 (configuration not stated)
  -2%	-12%	6%	-1%	0%	0%	2%[46.1 µM]	25%	-29	?
Cc1c(C(=N)C(C#N)C#N)c(=N)oc2c1ccc1ccccc12
  6%	-7%	-2%	0%	22%	?	1%	109%	-13	-7%
CCN(CC)CC(C)(C)C(=O)/C=C/c1ccc(/C=C/C(=O)C(C)(C)CN(CC)CC)cc1
  /	-53%[inhibitor]	/	0%	-3%	/	-1%	/	/	/
CN(CC(=O)Nc1c(Cl)cccc1Cl)C(=O)C1CC(=O)N(Cc2ccccc2)C1 (configuration not stated)
  13%	-9%	3%	-4%	-4%	/	/	/	/	/
O=C(CCN1CCN(CCO)CC1)Nc1ccc(F)c(F)c1
  1%	-11%	1%	0%	0%	-4%	-11%	-5%	3	-2%
C/C(=N\NC(=S)NCc1ccccc1)c1ccc(Cl)s1
  6%	-21%	16%	-2%	-10%	18%	4%	2%	-4	5%
O=C(Cc1ccccc1)c1c[nH]c(C(=O)NCc2ccncc2)c1
  -2%	-13%	-7%	0%	2%	7%	-1%	-4%	28	3%
O=[N+]([O-])c1cccc(-c2noc(COc3ccccc3)n2)c1
  3%	3%	-5%	0%	-1%	22%	0%	?	-17	0%
O=C(N/C(=C/c1ccco1)C(=O)N1CCOCC1)c1cccs1
  -9%	19%	-6%	-4%	4%	2%	3%	0%	3	-19%
CCc1cccc(C)c1NC(=S)NCC(c1cccnc1)N1CCOCC1 (configuration not stated)
  -4%	-22%	-3%	-4%	5%	1%	-1%[46.1 µM]	-9%	8	-5%
COc1ccc(-c2noc(N3CCC(C(=O)Nc4cccc(OC)c4)CC3)n2)cc1
  /	-36%	-5%	-4%	?	?	-24%	9%	-8	/
CCC(=Nc1ccc(N)cc1)C1=C(O)C(C(=O)OC)C(C)(C)CC1=O (configuration not stated)
  -1%	-22%	3%	-2%	0%	32µM*	6%	?	-5	3%
CCNC(=O)C(Cc1ccccc1)NC(=O)OCc1ccccc1 (configuration not stated)
  2%	-8%	5%	0%	-1%	-6%	4%	1%	21	-2%

# Arranged by count of non-hydrogen atoms (low to high): part of the list above.
# Every second line gives: AT treatment	Integrin act MD	Mito fusion yeast	TSG101-PTAP inh	ASM inhibitor	Menin-MLL TR inh	TCR act	MBNL1 CUG block	TSHR antagonist	MLL CXXC-DNA inh
CN(C)c1ccc(N=Cc2cccn2C)cc1
  -4%	-55%[inhibitor]	-17%	-7%	1%	?	10%	?	-10	2%
Cc1ccc(CNC(=S)Nc2cc(C)ccc2OC(F)F)cc1
  7%	-7%	3%	-1%	-1%	-4%	1%	-5%	-3	0%
CCOC(=O)N1CCN(Cc2nc(Cc3cccc(C(F)(F)F)c3)no2)CC1
  -5%	12%	-2%	-8%	0%	?	-11%	?	1	-3%

# This is a subset (hit frequency here may not be typical).
